Screening data: PubChem BioAssay, several laboratories
CAL PDZ FP-1 – CAL PDZ peptide-binding inhibitors, primary screen, biochemical, fluorescence polarization, Cer-tagged CAL PDZ, HTS; Golgi-associated PDZ and coiled-coil motif-containing protein (Homo sapiens), Q9HD26; purified CAL PDZ, TMR-peptide fluorescence polarization, 1 h; inhibition, % at 20 µM; 330,000 compounds, 0.02% hits; AID 504414, 2011;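 active = highest replicate inhibition of at least 40%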;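 also: plate controls were DMSO neutral control wells for no effect and unlabeled competitor peptide control wells for full effect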
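System: tagged CAL PDZ domain. Schedule: 1 h room-temperature incubation prior to read. Signal: fluorescence polarization (mP). Measure: percent inhibition from loss of millipolarization.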
DAGLB inhibitor – DAGLB lipase inhibitors, primary screen, biochemical, fluorescence, HTS | Diacylglycerol lipase-beta (Homo sapiens), Q8NCG7 | HEK293T DAGLB membrane lysate, EnzChek fluorogenic substrate | inhibition, % at 5.17 µM | 340,000 compounds, 0.059% hits | AID 504411, 2011; in the data active = inhibition above about 34%;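 also: 0% = enzyme with vehicle and 100% = wells lacking enzyme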
C-LANA FP – inhibitors of KSHV C-LANA binding to DNA, primary screen, biochemical, fluorescence polarization, FAM-LBS DNA, MBP-C-LANA, single point | AID 504423, 2011 | 340,000 compounds, 0.078% hits | Kaposi's sarcoma herpesvirus LANA C-terminal domain (residues 932-1162) DNA binding | inhibition, % at 9 µM;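 active = highest replicate inhibition at or above 60% at 9 µM, even if other replicates fall short; inactive = all replicates below 60% inhibition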;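 also: 0% = neutral control wells and 100% = 4 µM acridine orange control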
CAL PDZ FP-2 – untagged CAL PDZ binding inhibitors, primary screen, biochemical, fluorescence polarization, HTS; Golgi-associated PDZ and coiled-coil motif-containing protein (Homo sapiens), Q9HD26; AID 602252, 2012; inhibition, % at 24.9 µM; purified CAL PDZ, TMR-peptide fluorescence polarization, 1 h; 300,000 compounds, 0.92% hits;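 active = mean inhibition of at least 30% with at least half of replicates also reaching 30%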;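 also: 0% = DMSO neutral control and 100% = excess unlabeled competitor peptide PRC23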
Pemphigus Ab inh – inhibitors of pemphigus antibody binding to DSG3, primary screen, biochemical, bead-based, flow cytometry, scFv-GFP. Desmoglein-3 (Homo sapiens), P32926. DSG3-coupled beads, scFv-anti-DSG3-GFP binding; active compounds read low. binding (percent of control), % at 10 µM. 310,000 compounds, 0.48% hits. AID 588358, 2011;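 active = binding more than 3 SD below its plate's average and above zero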;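 also: hits lower antibody fragment binding to DSG3; some compounds called inactive have numbers as strong as hits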
Target sequence (P32926 whole entry, looked up, the tested form may be a part): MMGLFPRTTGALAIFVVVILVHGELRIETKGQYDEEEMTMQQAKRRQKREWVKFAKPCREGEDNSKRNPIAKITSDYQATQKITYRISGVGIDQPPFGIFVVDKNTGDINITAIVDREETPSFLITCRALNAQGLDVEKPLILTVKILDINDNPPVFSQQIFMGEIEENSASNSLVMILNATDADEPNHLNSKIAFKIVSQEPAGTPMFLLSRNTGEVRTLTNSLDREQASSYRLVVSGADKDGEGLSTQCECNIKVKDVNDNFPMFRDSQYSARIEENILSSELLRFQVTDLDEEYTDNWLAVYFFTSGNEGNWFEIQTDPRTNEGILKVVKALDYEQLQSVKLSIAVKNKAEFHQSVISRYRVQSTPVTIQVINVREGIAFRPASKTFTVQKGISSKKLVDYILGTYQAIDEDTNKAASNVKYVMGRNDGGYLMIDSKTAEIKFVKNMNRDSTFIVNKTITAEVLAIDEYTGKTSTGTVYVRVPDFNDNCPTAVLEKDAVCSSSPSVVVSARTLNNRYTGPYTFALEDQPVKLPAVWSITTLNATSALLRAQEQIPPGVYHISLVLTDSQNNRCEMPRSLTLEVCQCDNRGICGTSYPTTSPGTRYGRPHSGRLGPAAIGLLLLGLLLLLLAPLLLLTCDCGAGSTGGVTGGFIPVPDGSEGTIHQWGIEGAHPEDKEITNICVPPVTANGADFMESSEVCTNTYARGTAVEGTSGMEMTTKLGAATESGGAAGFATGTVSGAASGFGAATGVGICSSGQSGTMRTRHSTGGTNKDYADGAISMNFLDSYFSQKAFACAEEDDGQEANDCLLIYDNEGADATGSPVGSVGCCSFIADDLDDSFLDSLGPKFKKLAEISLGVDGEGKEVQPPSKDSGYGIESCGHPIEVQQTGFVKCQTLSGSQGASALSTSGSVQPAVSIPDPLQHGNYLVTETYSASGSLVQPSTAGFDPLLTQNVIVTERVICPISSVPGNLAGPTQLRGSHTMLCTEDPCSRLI
Keap1-Nrf2 PPI – Keap1-Nrf2 protein-protein interaction inhibitors, primary screen, biochemical, fluorescence polarization, single point; Kelch-like ECH-associated protein 1 (Homo sapiens), Q14145; Keap1 Kelch-Nrf2 peptide fluorescence polarization, 1536-well; inhibition, % at 9.4 µM; 340,000 compounds, 0.15% hits; AID 504523, 2011; in the data active = inhibition above about 12%;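 also: human Keap1 Kelch domain with fluorescein labeled Nrf2 9mer peptide probe; 0% = neutral control wells and 100% = peptide positive control; higher means more block of Keap1 binding to Nrf2 peptide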
RTF Ca sens inh – cardiac RTF calcium sensitivity inhibitors, primary screen, biochemical, IANBD-TnC fluorescence, EC70 calcium. IANBD-labeled cardiac RTF, Ca2+ fluorescence. 340,000 compounds, 0.12% hits. inhibition, % at 7.15 µM;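 active = inhibition above the mean inhibition of all tested compounds plus 3 SD, cut at about 17% in these data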;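 also: assay run at fixed EC70 calcium of 1.6 mM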
V-ATPase pH – regulators of yeast V-ATPase proton pumping, primary screen, pHLuorin cytosolic pH fluorescence | AID 504577, 2011 | 350,000 compounds, 0.37% hits | response, % at 10 µM | S. cerevisiae; in the data active = response mostly above about 7.3%, no sharp cut-off; inactive = mostly below about 5.4%; also: actives read high; inactives centre near 0; some compounds called inactive have numbers as strong as hits; reference of the scale not given here
Arrestin-AP2 inh – inhibitors of beta-arrestin/AP2 binding, primary screen, biochemical, GPCR trafficking, flow cytometry; beta-arrestin 1 C-terminal peptide binding to AP2 beta2-adaptin appendage (human); FITC-arrestin peptide / GST-AP2 beads; AP2 beta2 appendage carries R879A mutation; inhibition, % at 10 µM; 340,000 compounds, 0.31% hits; AID 504490, 2011;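 active = inhibition above a set limit, near 3 SD of compounds lacking own fluorescence, cut at about 54% in these data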;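 also: plate controls were DMSO wells for no effect and 5 µM unlabelled arrestin peptide for full effect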
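System: GST-AP2 R879A glutathione beads | Also added: FITC-arrestin peptide, 50 nM | Times: 12 min plus 1 h, RT | Signal: Bead flow cytometry, FITC channel | Buffer or medium: PBS with 0.05% Tween 20 and 0.1% BSA | Read-out basis: Percent drop in bead-associated FITC signal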
NSD2 HMT inh – NSD2 histone methyltransferase inhibitors, primary screen, biochemical, AlphaScreen, single concentration, set 2. NSD2 peptide methylation, 120 min. inhibition, % at 12.5 µM. 310,000 compounds, 0.54% hits; in the data active = inhibition above about 50%
Starred values were filed as active, the others as inactive; x = not tested or not shown. Only part of the results is shown, so the mix of outcomes need not match the whole.

CAL PDZ FP-1	DAGLB inhibitor	C-LANA FP	CAL PDZ FP-2	Pemphigus Ab inh	Keap1-Nrf2 PPI	RTF Ca sens inh	V-ATPase pH	Arrestin-AP2 inh	NSD2 HMT inh	Compound
-2.4	1	0.0	0	91	-3	-5	-1	5	x	COc1ccc2c(c1OC)C(=O)OC2Nc1nc(-c2cc3cc(Br)ccc3oc2=O)cs1 (stereo not given)
-2.2	0	-0.6	-1	99	-5	3	1	-1	0	COc1cc(C(=O)NNC2=NC(C)(C)Cc3cc(C)c(C)cc32)cc(OC)c1OC
-1.8	1	0.9	-7	83	0	-9	0	4	-1	Cn1c(=O)[nH]c(=O)c2cc(C(=O)c3cc(F)ccc3O)cnc21
-3.4	-1	-0.3	-3	111	2	-7	-2	-6	5	O=C(NCc1ccncc1)C12CC3CC(CC(Cl)(C3)C1)C2
-3.3	9	-1.1	-3	103	-1	7	-5	-2	-2	Nc1nc(SCC(=O)NCc2ccc(F)cc2)[nH]c(=O)c1NC(=O)c1ccc(Cl)cc1
-0.4	1	-0.1	0	86	-7	4	-1	-10	-2	CSc1ccccc1C(=O)Nc1ncc(C)s1
-4.1	-10	-1.5	-5	104	-6	-12	-4	2	8	Cc1ccc(C)n1-c1sc2c(c1C#N)CCC(C)C2 (stereo not given)
-1.9	-2	-1.0	-2	112	-7	1	-3	0	-1	O=C(N=C1SC2CS(=O)(=O)CC2N1c1ccc(F)c(Cl)c1)C1CC1 (stereo not given)
-1.3	-1	-2.2	-2	109	-4	9	1	-3	0	CC(C)(C)C(=O)NCCCc1nc2ccccc2n1CCCOc1ccc(Cl)cc1
1.0	0	-0.4	-1	108	2	3	2	-5	-2	CCCCC1=NN(C(=O)c2ccco2)C(O)(C(F)(F)F)C1 (stereo not given)
-2.4	-2	-0.5	-5	114	-5	-2	2	-4	-8	CC(C)NC(=O)CN(Cc1ccc(F)cc1)C(=O)CCC(=O)Nc1ccccn1
-1.0	0	-0.8	-3	103	-2	4	-4	2	-1	O=C(CN1C(=O)NC2(CCc3ccccc32)C1=O)NCc1ccc(F)cc1 (stereo not given)
-0.8	-2	-0.7	-9	94	0	-4	-2	-8	-4	CCOc1nc(Nc2ccccc2)nc(OCC)n1
-1.5	-4	-1.1	3	101	-2	-6	0	-6	0	CCOc1ccc(N(CC)C(=O)c2nn(-c3ccc(OC)cc3)c(=O)c3c2c2ccccc2n3C)cc1
-0.5	7	1.1	-4	97	-7	-5	1	10	x	Cc1ccc(C2C(C#N)=C(N)Oc3nc(-c4ccccc4)[nH]c32)o1 (stereo not given)
-1.4	-10	0.7	x	96	3	1	5	-9	0	CCCCCCCCCS(=O)(=O)N/N=C/c1cccc([N+](=O)[O-])c1
-1.1	0	-1.6	-2	94	-3	-4	-2	16	1	COc1ccc(/C=C/C(=O)NCC(=O)N/N=C/c2cccs2)cc1
0.2	-14	1.6	-4	104	3	5	2	17	75*	Cc1ccc(NC(=O)CN(C)CCOc2ccccc2)c([N+](=O)[O-])c1
-1.2	-6	1.8	14	102	6	-4	9	1	0	CC(=O)c1ccc(OC(C)C)c(CN2CCCCC2)c1
x	-1	0.8	2	102	8	-3	-3	22	-1	CCOc1ccc(NC(=O)CS(=O)CC(=O)NC2CCCc3ccccc32)cc1 (stereo not given)
-1.8	-6	1.3	-5	99	4	-2	-3	18	2	Cc1cc(SCC(=O)OCC(=O)NCc2ccc3c(c2)OCO3)c(C)cc1Br
-0.7	-1	-1.3	-2	102	-3	-3	5	0	29	Cc1ccc(N=C2CCCCCN2C)c(C#N)c1
-1.8	2	0.1	-4	111	-6	-18	-1	-16	1	O=C(Nc1cc(S(=O)(=O)N2CCOCC2)ccc1Oc1ccc(F)cc1)C1=COCCO1
-2.7	1	-0.8	-5	94	0	-14	-2	-1	-2	CCC(=O)Oc1ccc2c(c1)OC1(OC(C)=O)OC(C)CC1=C2C (stereo not given)
-2.7	1	0.8	-2	102	3	1	2	3	-8	CCOC(=O)c1nonc1NC(C)=O
x	-1	0.8	-1	103	-2	-4	-1	23	2	Cc1ccc(-c2c3c(=O)n(C)c(=O)n(C)c3cn2Cc2ccccn2)cc1
-1.2	-7	-1.2	-7	114	2	0	-2	2	-1	CCOC(=O)CC(=O)c1sc2c(c1N)c(=O)[nH]c(=O)n2-c1ccc(OC)cc1
-0.2	2	-0.2	-1	120	-5	-5	2	-1	-2	Cc1nc2ccccc2cc1C(=O)N/N=C/c1ccc([N+](=O)[O-])cc1
-3.2	-2	-0.3	-2	100	-8	6	x	2	0	CCOC(=O)Cc1csc(NC(=O)C(C)c2ccc([N+](=O)[O-])cc2)n1 (stereo not given)
-0.9	-1	-1.2	-3	118	-1	10	2	14	2	CCCc1cc(=O)n2[nH]c(NCc3ccccc3Cl)nc2n1
-1.5	-3	0.5	-4	101	-2	-2	0	-2	x	C[C@H](CO)N1C[C@H](C)[C@@H](CN(C)S(=O)(=O)c2ccc(F)cc2)Oc2c(NC(=O)Nc3ccccc3)cccc2C1=O
-0.4	-12	-2.2	-1	99	-4	-3	0	-6	x	CCCCCCN1C(=O)CC(NC(=O)OCC2c3ccccc3-c3ccccc32)C/C=C\C1C(C)C (stereo not given)
0.0	0	-0.4	-6	110	-4	7	-1	-30	2	Cc1ccc(C)c(OCCC(=O)OCC(=O)N2CCN(S(=O)(=O)c3ccc(Cl)cc3)CC2)c1
x	-1	0.4	-1	x	-1	-1	7	-7	-1	COc1cc(S(=O)(=O)N2CCN(C)CC2)c(OC)cc1Br
-0.8	-5	-1.7	x	98	-4	-1	x	101*	x	C1CCN(c2nc(N3CCCCC3)nc(N3CCNCC3)n2)CC1
-0.7	0	3.0	0	90	0	1	5	-9	-1	O=C1/C(=C/c2cccnc2)SC(=S)N1Cc1ccco1
0.1	1	7.2	-4	99	-7	5	-2	-7	4	Cc1ccc(S(=O)(=O)N2CCC(C(=O)O)CC2)cc1C(=O)O
-1.6	-4	-0.3	-2	x	-6	-7	3	-19	31	COC(=O)Nc1cc(C)n(-c2ccccc2)n1
0.3	0	-0.6	-2	105	0	-6	-3	-6	7	COc1cccc(CNC(=O)c2ccc(S(=O)(=O)N3CCOCC3)cc2)c1
-2.7	5	24	2	90	-34	-308	5	-9	-1	CN(C)c1ccc(/C=N/N(CCO)C2=NS(=O)(=O)c3ccccc32)cc1

An excerpt from above in order of their number in RTF Ca sens inh, largest number first.
CAL PDZ FP-1	DAGLB inhibitor	C-LANA FP	CAL PDZ FP-2	Pemphigus Ab inh	Keap1-Nrf2 PPI	RTF Ca sens inh	V-ATPase pH	Arrestin-AP2 inh	NSD2 HMT inh	Compound
0.0	0	-0.4	-6	110	-4	7	-1	-30	2	Cc1ccc(C)c(OCCC(=O)OCC(=O)N2CCN(S(=O)(=O)c3ccc(Cl)cc3)CC2)c1
-2.2	0	-0.6	-1	99	-5	3	1	-1	0	COc1cc(C(=O)NNC2=NC(C)(C)Cc3cc(C)c(C)cc32)cc(OC)c1OC
-2.7	1	0.8	-2	102	3	1	2	3	-8	CCOC(=O)c1nonc1NC(C)=O

The list continues:
CAL PDZ FP-1	DAGLB inhibitor	C-LANA FP	CAL PDZ FP-2	Pemphigus Ab inh	Keap1-Nrf2 PPI	RTF Ca sens inh	V-ATPase pH	Arrestin-AP2 inh	NSD2 HMT inh	Compound
-0.5	0	0.4	2	98	-3	1	0	11	-1	O=C(CN1CCN(S(=O)(=O)N2CCCCC2)CC1)Nc1ccc(Br)cc1
-1.5	-5	-1.2	-2	x	5	3	4	49	-10	CC(C)CCN(C(=O)c1csnn1)C(C(=O)NC1CCCC1)c1ccc(F)cc1 (stereo not given)
-1.5	-1	-1.6	0	91	5	-6	1	31	-2	Cn1nc(NC(=O)C(F)(F)F)c2ncc(-c3ccc(Cl)cc3)nc21
x	-2	0.2	-4	x	-2	-3	-2	-9	0	CCOC(=O)c1ccc(NC(=S)N2CCCC(C(=O)N3CCCC3)C2)cc1 (stereo not given)
-0.1	-1	0.3	-5	104	-3	-7	2	3	8	COc1ccc(NC2CCCN(C(=O)COc3ccc(C)cc3)C2)cc1 (stereo not given)
x	-2	-1.1	-4	101	-3	-6	-6	8	41	COc1ccccc1-n1c(=S)sc2c(=O)n(Cc3ccco3)c(SC)nc21
-2.8	-1	-0.5	-2	98	1	0	0	21	6	O=C(CNc1ccccc1N1CCCC1=O)Nc1cc(C(F)(F)F)ccc1-n1cncn1
-0.7	0	-0.5	3	102	0	1	3	13	1	CN(C)c1ccc(N2CC(C)(C)C2=O)cc1
-3.0	-2	-0.7	0	x	-4	-4	-2	20	-3	CCOc1cccc(-c2nnc(SCC(=O)Nc3ccc(OC)c(OC)c3)n2N)c1
0.3	-1	-1.5	-5	109	1	-37	1	2	3	C=CCn1c(C)cc(C(=O)COC(=O)c2ccc(N)c([N+](=O)[O-])c2)c1C
